# Screening results deposited in PubChem by several laboratories.
# Ba/F3 V617F tox = lowers viability of Ba/F3 cells expressing EpoR and JAK2V617F; ATP luminescence; inhibition, % at 5.6 µM; actives 1.1% (n = 220,000);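 active means inhibition above the campaign mean plus 3 SD over all tested compounds, cut at about 24% in these data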;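 further: cytokine-independent growth of Ba/F3 cells driven by EpoR plus mutant JAK2; 0% = DMSO-treated cells and 100% = JAK inhibitor I control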
# EP2 antag = inhibitors of human EP2 prostaglandin E2 receptor; P43116; C6 glioma cells expressing human EP2, cAMP TR-FRET; cells stimulated with saturating PGE2; inhibition, % at 25 µM; actives 0.52% (n = 260,000); AID 1422;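 active means percent inhibition above 40 after rounding to a whole number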;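 further: rat C6 glioma host cells with rolipram phosphodiesterase inhibitor present; the protocol text gives 20 µM as final concentration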
# Target sequence (P43116 whole entry, looked up): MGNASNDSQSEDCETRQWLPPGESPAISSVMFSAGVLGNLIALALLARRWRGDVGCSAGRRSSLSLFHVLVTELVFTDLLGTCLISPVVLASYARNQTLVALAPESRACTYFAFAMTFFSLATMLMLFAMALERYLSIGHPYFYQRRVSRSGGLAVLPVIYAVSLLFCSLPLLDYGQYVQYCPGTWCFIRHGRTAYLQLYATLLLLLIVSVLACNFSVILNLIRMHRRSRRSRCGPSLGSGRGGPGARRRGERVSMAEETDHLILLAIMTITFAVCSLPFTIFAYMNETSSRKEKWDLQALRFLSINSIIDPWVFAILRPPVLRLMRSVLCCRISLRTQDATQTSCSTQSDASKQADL
# BaF3 parental = counter-screen for JAK2V617F inhibitors: parental Ba/F3 viability inhibitors | CellTiter-Glo ATP luminescence | inhibition, % at 5.6 µM | actives 1.1% (n = 220,000) | AID 1486;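 active means inhibition above a per-campaign cutoff, the mean inhibition of all tested compounds plus 3 SD, cut at about 27% in these data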;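 further: 0% = DMSO wells and 100% = JAK Inhibitor I control wells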
# PPC-1+TRAIL kill = compounds killing PPC-1 cancer cells with TRAIL present (potentiator screen, no TRAIL-free arm). actives 0.41% (n = 220,000). PPC-1 cells + TRAIL, ATPLite viability luminescence. cell killing (% activity), % at 4 µM. AID 1443;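 active means cell killing above 50% in the first pass at 4 µM, then a duplicate retest at 5 µM averaging 50% or more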;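 further: plate controls were cells with TRAIL plus DMSO for no effect and medium-only wells lacking cells for full effect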
# TbHK1 inh = T. brucei hexokinase 1 inhibition; recombinant TbHK1, G6PDH-coupled NADH A340; inhibition, % at 10 µM; actives 0.11% (n = 220,000); AID 1430;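 active means inhibition of 50% or more in the single-dose primary screen; inactive means inhibition below 50%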
# Furin inh = blocks human furin protease activity. P09958. purified furin, fluorogenic substrate cleavage. inhibition, % at 30 µM. AID 463115. actives 0.061% (n = 220,000); in the data active means inhibition above about 25%; further: inactives centre near -15
# Target sequence (P09958 108-714 limits assumed): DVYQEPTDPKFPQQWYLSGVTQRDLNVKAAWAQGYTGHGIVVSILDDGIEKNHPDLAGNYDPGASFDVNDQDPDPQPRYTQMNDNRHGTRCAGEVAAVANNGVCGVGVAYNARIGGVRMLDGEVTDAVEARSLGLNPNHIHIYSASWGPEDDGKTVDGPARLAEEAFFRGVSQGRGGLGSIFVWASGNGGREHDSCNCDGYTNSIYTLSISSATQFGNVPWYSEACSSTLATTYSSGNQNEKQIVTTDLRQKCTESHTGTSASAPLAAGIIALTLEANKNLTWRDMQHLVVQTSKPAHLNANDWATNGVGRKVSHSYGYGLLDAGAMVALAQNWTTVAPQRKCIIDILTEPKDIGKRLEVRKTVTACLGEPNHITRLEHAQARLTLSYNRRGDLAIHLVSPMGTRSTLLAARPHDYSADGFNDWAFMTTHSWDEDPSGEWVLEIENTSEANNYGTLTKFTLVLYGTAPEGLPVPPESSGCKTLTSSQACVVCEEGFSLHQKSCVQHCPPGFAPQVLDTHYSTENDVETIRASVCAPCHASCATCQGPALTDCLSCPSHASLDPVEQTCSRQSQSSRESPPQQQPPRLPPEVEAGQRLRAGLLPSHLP
# RBBP9 inh = inhibitors of human serine hydrolase RBBP9 | O75884 | recombinant RBBP9, FP-Rh probe fluorescence polarization | inhibition, % at 7.94 µM | actives 0.2% (n = 220,000) | AID 1515;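 active means inhibition above the campaign mean of all tested compounds plus 3 SD, cut at about 14% in these data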;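 further: plate controls were DMSO wells with RBBP9 for no effect and wells lacking RBBP9 protein for full effect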
#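 Test system: recombinant human RBBP9; Timing: 30 min then 45 min, 25 °C; Detection: fluorescence polarization; Control set: RBBP9 with DMSO as uninhibited control, no-protein wells as full inhibition; Compound dosing: one concentration, 7.94 µM nominal, 0.794% DMSO; Probe or stimulus: FP-Rh activity-based probe, 375 nM before mixing.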
# p97 ATPase inh = human p97 ATPase inhibition; P55072; recombinant p97 ATPase, Kinase-Glo ATP luminescence, 3 h; inhibition, % at 8 µM; actives 0.42% (n = 220,000); in the data active means inhibition above about 15%;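 further: 0% = DMSO vehicle and 100% = wells lacking enzyme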
# NCF1 inh = p47phox (human) inhibition | p47phox/p22phox peptide binding, fluorescence polarization, 2 h | inhibition, % at 24.7 µM | actives 0.53% (n = 220,000);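 active means inhibition above about 30%, limit read from the data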;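 further: 0% = p47phox with labelled peptide and 100% = labelled peptide alone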
# Active calls of the source: *; nt = no result given; & = joins results of further samples; ! = a repeat was not active; [ ] = remark or other dose. Only part of the results is shown; rates above refer to the full screens.
cpd	canonical_smiles	Ba/F3 V617F tox	EP2 antag	BaF3 parental	PPC-1+TRAIL kill	TbHK1 inh	Furin inh	RBBP9 inh	p97 ATPase inh	NCF1 inh
1	CCOC(=O)CSC1=C(C#N)C(c2ccc(Cl)cc2)C(C(=O)OC)C(=O)N1 (stereo not given)	2.0	0.8	2.8	7.8	-12.8	-10.5[20 µM]	-8.0	-3.9	-7.5
2	COc1ccccc1NC(=S)N(CCc1c(C)[nH]c2ccccc12)Cc1cccs1	-2.4	11.3	4.7	39.1	-6.0	-19.7	2.2	5.1	-30.5
3	O=C1c2cccnc2C(Nc2ccc(S(=O)(=O)N3CCCCC3)cc2)N1Cc1ccccc1 (stereo not given)	0.0	8.0	0.0	24.3	5.0	-13.3	-3.9	-0.1	-15.2
4	Cc1cnc(C(=O)N2CCCC(C(=O)c3ccc(Cl)cc3C)C2)cn1 (stereo not given)	3.3	4.6	4.8	14.6	-3.1	-17.8	-9.6	-5.7	10.6
5	COc1ccccc1C(CNC(=S)NCc1ccccc1)N1CCCC1 (stereo not given)	-2.0	4.9	-0.5	12.7	-6.5	-30.4	-0.7	0.6	-9.1
6	COc1ccc(S(=O)(=O)NCc2ccc(C(=O)N3CCN(c4ccccn4)CC3)cc2)cc1	-2.1	13.9	7.0	11.0	-2.7	-19.0	-5.7	-3.0	-5.8
7	CCCc1c(C(=O)Nc2ccc(F)cc2C)cnn1-c1ccccc1	0.9	6.4	-2.1	23.2	-4.9	-14.2	-7.5	-1.6	-19.3
8	COc1cc(NC(=O)Nc2cccc(Cl)c2)c(OC)cc1NC(=O)CN1CCCCC1	-3.0	3.0	1.0	8.6	-16.3	-26.1[20 µM]	-7.7	0.7	-3.7
9	Nc1cccc2c1C(=O)N(C(=O)c1ccco1)C2=O	-3.6	10.9	1.1	-7.5	-16.0	-12.7	-1.7	3.9	-10.0
10	Cc1nn(C)c(C(=O)NNC(=S)NC2CCCCC2)c1Br	4.7	5.6	6.6	10.8	-2.7	-17.2	-2.5	1.8	11.7
11	CC1(C)CC2(CCO1)OC(=O)CC2C(=O)Nc1ccc(Br)cc1 (stereo not given)	-2.7	4.3	-1.2	-5.7	-4.1	-17.5	-6.7	7.6	-2.1
12	Cc1ccc(S(=O)(=O)NCC2CCC(C(=O)NCc3ccco3)CC2)cc1 (stereo not given)	-2.1	9.6	2.3	22.0	8.8	-10.9[20 µM]	-9.2	-1.5	1.3
13	Cc1cc2ncc(Cl)nc2cc1C	0.3	9.9	3.4	1.6	5.1	-20.7	2.8	4.3	-17.5
14	CN(C)CCNC(=O)c1ccc(-c2nn(C)c(=O)c3ccccc23)cc1	2.3	12.0	3.2	7.1	-3.4	-15.7[20 µM]	-8.2	-1.2	3.0
15	CCc1nnc(NS(=O)(=O)c2ccc(N3C(=O)c4ccccc4C3=O)cc2)s1	-2.3	3.5	3.3	-8.6	-8.4	-21.2	-0.7	2.3	-1.1
16	COc1ccccc1-n1ccnc1SCC(=O)NCc1ccco1	3.4	1.6	13.0	-3.2	-1.9	-29.6	-6.2	-0.4	-4.8
17	C(=N\Nc1nc(Nc2ccccc2)nc(Nc2ccccc2)n1)/c1ccncc1	0.5	5.4	4.8	11.4	-22.5	-9.8	4.2	6.8	7.2
18	CCCCc1c(C)nc2cc(-c3ccco3)[nH]n2c1=O	-2.5	9.5	-2.2	-1.8	-7.2	-17.4	-6.6	13.6	-12.1
19	Cc1cc(C)c2c(CCl)cc(=O)oc2c1	-4.0	1.1	-7.9	6.0	-17.6	-21.6	-0.4	8.5	-9.3
20	CC(C)c1ccc(NC(=O)c2cc(S(=O)(=O)NCC3COc4ccccc4O3)ccc2F)cc1 (stereo not given)	4.9	3.4	6.8	10.0	5.3	-7.0	-23.5	-4.3	-1.8

# Given with values under each structure: three of the compounds above
# Values in the order: Ba/F3 V617F tox, EP2 antag, BaF3 parental, PPC-1+TRAIL kill, TbHK1 inh, Furin inh, RBBP9 inh, p97 ATPase inh, NCF1 inh
4: Cc1cnc(C(=O)N2CCCC(C(=O)c3ccc(Cl)cc3C)C2)cn1 (stereo not given)
→ 3.3, 4.6, 4.8, 14.6, -3.1, -17.8, -9.6, -5.7, 10.6
5: COc1ccccc1C(CNC(=S)NCc1ccccc1)N1CCCC1 (stereo not given)
→ -2.0, 4.9, -0.5, 12.7, -6.5, -30.4, -0.7, 0.6, -9.1
6: COc1ccc(S(=O)(=O)NCc2ccc(C(=O)N3CCN(c4ccccn4)CC3)cc2)cc1
→ -2.1, 13.9, 7.0, 11.0, -2.7, -19.0, -5.7, -3.0, -5.8

# The list goes on.
cpd	canonical_smiles	Ba/F3 V617F tox	EP2 antag	BaF3 parental	PPC-1+TRAIL kill	TbHK1 inh	Furin inh	RBBP9 inh	p97 ATPase inh	NCF1 inh
21	NC(=O)CSc1cn(Cc2ccccc2)c2ccccc12	-1.3	6.4	-1.3	17.8	3.8	-16.1	-4.0	0.6	-12.7
22	CC(C)C(=O)Nc1ccccc1N1CCN(S(C)(=O)=O)CC1	-3.9	1.4	2.5	11.1	-0.8	-18.5[20 µM]	-2.8	1.8	-11.6
23	COc1ccc(S(=O)(=O)N2Cc3ccccc3CC2C(=O)N2CCOCC2)cc1OC (stereo not given)	1.9	14.7&11.1	1.4	18.6	-4.6	-20.2	-2.1	-3.2	7.0
24	c1ccc(CSc2nnc3c4ccccc4c4ccccc4c3n2)cc1	-0.3	55.0*!	-8.3	-12.3	-5.9	-25.4	0.7	7.9	-14.8
25	CCn1c2ccccc2c2nc3cc(OC)c(OC)cc3nc21	0.9	13.3	5.1	6.0	-5.8	-9.4	-6.6	-0.6	-5.1
26	O=C(NC1CCCC1)C1CCCN1S(=O)(=O)c1cccc2cccnc12 (stereo not given)	-2.9	12.2	0.6	2.5	4.0	-34.1	-7.6	5.5	-10.2
27	CCCC12CN3CCN(CC(C3)/C1=N\NC(=O)c1ccc(F)cc1)C2	-2.4	5.5	2.0	-2.3	-5.3	-14.5	-10.2	3.6	-2.8
28	CC1(C)Cc2nc3oc4c(=S)nc[nH]c4c3cc2CO1	1.5	7.5	10.1	23.3	-23.0	-15.5	-5.3	5.7	-4.7
29	C/C(CC(=O)NCc1ccco1)=N\NC(=O)COc1ccc(C)cc1	3.7	4.3	4.7	-6.2	39.2	-2.3	-5.3	-3.5	-4.3
30	COC(=O)c1c(C)[nH]c(C(=O)/C=C/c2cccc(Cl)c2)c1C	-4.3	2.2	0.7	-0.5	-8.7	-11.5	-11.0	5.7	-11.7
31	CCCn1c(CCC(=O)Nc2ccccc2Cc2ccccc2)nc2cc(S(=O)(=O)N3CCOCC3)ccc21	-3.7	11.2	3.9	-0.7	-5.7	-9.4[20 µM]	-0.6	1.7	-101.3
32	CC1=C(C(=O)Nc2cccnc2)C(c2cccnc2)n2nc(-c3cccs3)nc2N1 (stereo not given)	0.2	1.2	3.3	-8.9	-8.9	-9.2	1.2	5.6	-4.0
33	O=C(O)c1ccc(N=NN2CCCCCC2)cc1	-8.7	11.8	-1.7	4.1	21.1	-4.9	-8.1	6.3	-2.3
34	COc1cc(NC(=O)C2CCCCC2)c(OC)cc1NC(=O)CN1CCCCC1	0.0	17.2&10.7	3.8	3.3	-7.3	-24.3	-0.5	-5.8	-17.0
35	O=C(Nc1cnn(C23CC4CC(CC(C4)C2)C3)c1)c1cc(-c2ccccc2)on1	-0.7	11.3	4.0	-2.5	7.0	-18.0[20 µM]	-5.3	0.3	-6.6
36	COc1ccc2cc(C3(C)NC(=O)N(CC(=O)NCc4ccco4)C3=O)ccc2c1 (stereo not given)	0.7	4.5	7.3	-16.1	3.1	-13.9	-13.7	0.9	8.9
37	O=C(O)c1ccc(N2CCCCC2)cc1	0.4	7.4	2.2	11.0	-5.4	-22.9	-9.7	4.0	-0.2
38	NC(=O)CN(c1ccc([N+](=O)[O-])cc1)S(=O)(=O)c1ccccc1	2.5	7.5	10.0	nt	-3.5	-24.0	-1.6	0.5	1.6
39	CN/N=C/c1ccc(C#N)cc1	-2.6	4.5	0.1	7.1	-10.5	-17.6	-5.7	5.0	-2.6
40	CO[C@H]1C=CO[C@@]2(C)Oc3c(C)c(O)c4c(O)c(c5c(c4c3C2=O)NC2(CCN(CC(C)C)CC2)N=5)=NC(=O)C(C)=CC=C[C@H](C)[C@H](O)[C@@H](C)[C@@H](O)[C@@H](C)[C@H](OC(C)=O)[C@@H]1C	9.9	17.6	-17.1	6.0	nt	nt	0.1	0.3	-10.1
41	CC1CCN(S(=O)(=O)N2CCC(C(=O)NCCC3=CCCCC3)CC2)CC1	-0.9	8.1	1.9	2.6	1.0	-17.8	8.8	-0.1	-20.5
42	COc1ccccc1NC(=O)CN1CCN(S(=O)(=O)c2ccc(Br)cc2)CC1	1.7	nt	4.7	-4.4	-2.5	-22.5	-7.6	2.5	-10.0
43	COc1ccc(-c2nc(CN3CCN(c4cc(C)nc(C)c4)CC3)c(C)o2)c2ccccc12	0.5	17.6	5.5	33.2	5.2	-81.4	-5.7	1.8	-17.2
44	COCCCN(C(C)=O)c1nc(-c2ccccc2)cs1	5.0	6.3	1.3	-0.3	1.4	-25.1[20 µM]	-1.3	-5.5	-15.5
45	O=C(Nc1cccc(NC(=O)C2CCCO2)c1)c1ccco1 (stereo not given)	-0.5	1.8	0.0	11.6	24.0	-1.2	-7.0	2.4	3.0
46	COc1ccc(C2C(C#N)C(C#N)N3CCCN23)cc1 (stereo not given)	-0.8	5.2	5.1	20.8	-0.7	-22.8[20 µM]	-3.2	2.9	1.8
47	Clc1ccc(-c2nnc3sc(-c4ccc(Br)o4)nn23)cc1	-3.7	9.9	2.2	19.0	-1.6	-34.1[20 µM]	-5.6	4.6	-25.0
48	O=[N+]([O-])c1ccc(-c2ccc(/C=N/O)o2)cc1	0.1	7.7	2.8	8.2	-52.5	-1.4	-2.5	-2.4	-3.7
49	COc1ccc(CCNC(=O)C2CCN(S(=O)(=O)N3CC(C)CC(C)C3)CC2)cc1OC (stereo not given)	0.0	7.4	-0.3	28.7	53.4*	2.3	0.6	-3.7	-7.1
50	O=C1N=C(N2CCN(c3ccccc3)CC2)S/C1=C/c1cccs1	-1.0	6.8	-2.3	20.2	-20.2	-1.9	-2.4	5.7	-13.7
51	c1cnc(Nc2nc(-c3ccc4ccccc4c3)cs2)nc1	-2.4	6.5	-0.6	5.1	-13.6	-7.9[20 µM]	-8.8	2.8	-2.2
52	COc1ccc(CNC(=O)CN2C(=O)C(C)N(c3ccc(C)cc3)C2=O)cc1 (stereo not given)	-1.8	nt	0.5	4.5	3.6	1.0[20 µM]	-2.7	-3.3	-5.7
53	N#Cc1ccc(NC(=O)C2CC(c3ccc(F)cc3)=NO2)cc1 (stereo not given)	-4.6	1.2	3.7	-8.0	4.2	-18.3	0.6	3.8	-9.2
54	O=C(c1ccc(=O)oc1)N1CCOCC1	-0.4	nt	-1.5	-1.0	-28.6	-10.4	4.5	8.2	-59.0
55	COC(=O)CCCC1=CC2=CC(=O)C(C)(OC(=O)c3cccs3)C(=O)C2=CN1Cc1ccccc1 (stereo not given)	nt	7.3	nt	16.1	-35.2	13.1	nt	nt	10.8
56	COc1ccc2nc(COC(=O)c3ccco3)c(C(C)=O)[n+]([O-])c2c1	-3.1	7.2	3.6	-16.0	0.5	-21.6	-0.7	3.2	7.8
57	CCOc1cc(/C=C(/NC(C)=O)C(=O)O)cc(Cl)c1OCc1ccc(Br)cc1	4.2	9.8	-1.9	8.6	4.9	-2.0	0.1	2.1	-3.6
58	CC1=CC(C)(C)NC(=O)N1c1ccc(C)cc1	5.0	4.0	9.0	-2.6	6.0	-7.7	-4.7	-5.2	6.5
59	CN(CCOc1ccccc1)CC(=O)Nc1cccc(Br)c1	1.4	2.0	6.9	5.2	7.5	-9.1	-4.0	0.7	0.4
